Artemis endo inh: blocks endonuclease activity of human Artemis | recombinant Artemis, quenched FAM hairpin cleavage fluorescence | inhibition, % at 10 µM | Q96SD1 | actives 0.78% (n = 30,000) | AID 686954;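 active = at 10 µM dose, at least 30% inhibition, measured as corrected fluorescence normalized to stimulator and neutral control wells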
Target sequence (Q96SD1 whole entry, looked up): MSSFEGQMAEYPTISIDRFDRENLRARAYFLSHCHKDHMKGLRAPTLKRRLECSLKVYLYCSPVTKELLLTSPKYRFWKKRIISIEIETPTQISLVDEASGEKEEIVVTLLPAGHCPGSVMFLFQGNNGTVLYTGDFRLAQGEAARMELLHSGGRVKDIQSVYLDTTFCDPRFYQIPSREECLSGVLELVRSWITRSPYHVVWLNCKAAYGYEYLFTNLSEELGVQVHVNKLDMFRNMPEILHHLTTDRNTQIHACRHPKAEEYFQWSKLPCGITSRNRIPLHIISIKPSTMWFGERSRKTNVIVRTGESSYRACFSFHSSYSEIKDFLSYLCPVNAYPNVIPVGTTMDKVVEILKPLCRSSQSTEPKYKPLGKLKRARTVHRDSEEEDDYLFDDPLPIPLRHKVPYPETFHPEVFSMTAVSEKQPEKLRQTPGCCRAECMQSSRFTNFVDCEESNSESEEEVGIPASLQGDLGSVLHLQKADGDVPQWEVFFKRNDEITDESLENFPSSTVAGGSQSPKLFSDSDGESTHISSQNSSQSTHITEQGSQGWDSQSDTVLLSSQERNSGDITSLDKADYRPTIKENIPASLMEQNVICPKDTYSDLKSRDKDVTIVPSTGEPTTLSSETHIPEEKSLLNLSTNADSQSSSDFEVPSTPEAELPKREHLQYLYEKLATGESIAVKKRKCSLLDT
* hit, by the source's call. Not all compounds are listed; the hit share may differ from the screen's.

The opening 5 compounds, to show the layout:
Compound	Artemis endo inh
O=C(CSc1nnc2c(Cl)cc(Cl)cn12)NC1CCS(=O)(=O)C1 (stereo unspecified)	-10
Cc1cccc(OCCOCCSc2ncccn2)c1	-6
Cc1ccc(N2CC3=C(C2=O)C(c2ccccc2)NC(=O)N3C)cc1 (stereo unspecified)	-2
O=C(CN1C(=O)c2cccc3cccc1c23)N1CCc2ccccc2C1	9
O=C(c1ccco1)N1CCN(C(=O)C2Cc3ccccc3CN2S(=O)(=O)c2ccc(F)cc2)CC1 (stereo unspecified)	-6

This part in full, from the start:
Compound	Artemis endo inh
O=C(CSc1nnc2c(Cl)cc(Cl)cn12)NC1CCS(=O)(=O)C1 (stereo unspecified)	-10
Cc1cccc(OCCOCCSc2ncccn2)c1	-6
Cc1ccc(N2CC3=C(C2=O)C(c2ccccc2)NC(=O)N3C)cc1 (stereo unspecified)	-2
O=C(CN1C(=O)c2cccc3cccc1c23)N1CCc2ccccc2C1	9
O=C(c1ccco1)N1CCN(C(=O)C2Cc3ccccc3CN2S(=O)(=O)c2ccc(F)cc2)CC1 (stereo unspecified)	-6
C1CCc2c(nc3nnnn3c2NC2CCCC2)C1	-8
Cc1cc(C)nc(-n2nc(C)cc2NC(=O)COC(=O)CCC(=O)c2cccs2)n1	1
COCCCN1C(=O)C(O)=C(C(=O)c2ccco2)C1c1ccc(Br)cc1 (stereo unspecified)	5
O=C(Nc1ccccc1N(C(=O)c1ccco1)S(=O)(=O)c1cccs1)c1ccco1	-3
c1ccc2c(CNc3ccc(CNc4ncn[nH]4)cc3)cccc2c1	12
CCc1ccc(-c2cc(C(=O)Nc3ccc(S(=O)(=O)NC(C)=O)cc3)c3ccccc3n2)cc1	24
Cc1csc(SCC(=O)Nc2cccc3nsnc23)n1	1
N#Cc1c(NC(=O)CN2CCN(S(=O)(=O)c3ccc4c(c3)OCCO4)CC2)sc2c1CCC2	20
COC(=O)c1sccc1NC(=O)c1ccc(C)o1	-1
O=C(Nc1ccon1)C1CCN(S(=O)(=O)c2cccs2)CC1	-5

Compound	Artemis endo inh
CCCn1c(C)cc(-c2csc(N)n2)c1C	9
CCC(=O)Nc1nnc(Sc2ccc(N(C)C)cc2)s1	10
Cc1cc2nnn(-c3nnc(-c4ccccc4)c4ccccc34)c2cc1C	13
Cc1nc2cc(NC(=O)COc3ccccc3C#N)ccc2n1-c1ccccc1	13
Cc1cc(C2C(=O)C(C(=O)c3ccc(Cl)cc3)C(=O)CC2(C)C)on1 (stereo unspecified)	2
CCC(CC)c1nnc(NS(=O)(=O)Cc2ccccc2)s1	-1
COC1(OC)N=C(N)C2(C#N)C(c3ccc(F)cc3)C12C#N (stereo unspecified)	-2
COc1ccc(-c2cc(=O)[nH][nH]2)cc1	6
CC(=O)NC1N=C(C)N(c2ccccc2)C1=O (stereo unspecified)	1
O=c1nc(N2CCOCC2)nc2n1CCO2	-11
CC(=O)c1ccc(N(C(=O)Cn2nnc3ccccc32)C(C(=O)NC2CCCCC2)c2cn(C)nc2C)cc1 (stereo unspecified)	-4
CCCCNS(=O)(=O)C1CCS(=O)(=O)C1 (stereo unspecified)	-8
CC(C)CC(=O)Nc1cccc(-c2csc(-c3ccccc3)n2)c1	8
COc1cc(C(c2nnnn2C2CCCC2)N2CCN(C)CC2)cc(OC)c1OC (stereo unspecified)	-3
Cc1c(NC(=O)C(C)OC(=O)c2cc3c4ccccc4n(C)c3s2)c(=O)n(-c2ccccc2)n1C (stereo unspecified)	0

Compound	Artemis endo inh
COc1ccc(OC)c(NC(=O)C2COc3ccccc3O2)c1 (stereo unspecified)	-1
COc1cc(Cn2c(C(=O)O)cc3sccc32)cc(OC)c1OC	5
CC(C)C1CC(c2csc(N)n2)CCO1 (stereo unspecified)	1
O=c1[nH]c(CN2CCN(c3ccc(F)cc3)CC2)nc2ccccc12	-6
Cc1nc2nc3c(c(=O)n2[nH]1)CCCC3	-4
COc1ccc(S(=O)(=O)N2CCn3c2nc2ccccc23)cc1	-2
N#C/C(=C(/O)COC(=O)c1ccc2c(c1)OCCO2)c1nc2ccccc2[nH]1	24
O=C(CN1CCN(c2ccccn2)CC1)Nc1cc(C(F)(F)F)ccc1Cl	4
N#Cc1c(N)n(CCNC(=O)c2ccc(Cl)cc2)c2nc3ccccc3nc12	0
Cc1ccc(S(=O)(=O)N[C@H](C(=O)N2CCC(C(=O)NCC(=O)O)CC2)C(C)C)cc1	5
O=C(c1ccco1)N1CCN(Cc2cccnc2)CC1	-2
O=S(=O)(c1ccccc1)N1CCN(C2CCCCCCC2)CC1	-3
COc1ccccc1C1NC(=O)NC(C)=C1C(C)=O (stereo unspecified)	3
O=C(NC1=NCCS1)c1ccc(Cl)c(S(=O)(=O)N2CCCCC2)c1	2
O=C(Cc1ccc(NS(=O)(=O)c2ccc(F)cc2)cc1)NCc1ccccc1	2

Compound	Artemis endo inh
N#Cc1c(NC(=O)c2ccccc2)sc2c1CCC2	-6
O=C(CN1CCN(S(=O)(=O)c2ccc(Br)cc2)CC1)Nc1ccc(F)cc1	-6
CC(C)C(c1nnnn1Cc1ccccc1)N1CCC(C(N)=O)CC1 (stereo unspecified)	-9
CCCCn1c(=O)n(CC(=O)Nc2ccc(C)c(Cl)c2)c(=O)c2c1ncn2Cc1ccco1	15
CSc1nc2ccc(NS(=O)(=O)c3ccc4c(c3)OCCO4)cc2s1	34*
CCOC(=O)c1[nH]nc2c1C(=O)N(Cc1ccccc1)C2=O	13
CCCC(C(=O)NCc1ccco1)N(C(=O)CNS(=O)(=O)c1ccc(Cl)cc1)C1CCCC1 (stereo unspecified)	-1
Cc1cc(NC(=O)Cn2cnc3c(cnn3C(C)(C)C)c2=O)no1	28
C=CCn1c(SCC(=O)O)nnc1-c1cccc(Cl)c1	-1
Cc1nc2ccccc2c(=O)n1N	-6
O=c1oc2c(CN3CCOCC3)c(O)c(Cl)cc2c2c1CCC2	1
CNCc1ccccc1Sc1ccc(OC)c(OC)c1	-2
Cc1cc(=O)oc(C)c1C(=O)N[C@@H]1CCCCNC1=O	-8
COc1ccc(CN(C(=O)CSc2nnc(-c3ccccc3C)o2)c2ccc(F)cc2)cc1	6
Cc1ccc2c(C(=O)CN3CCOCC3)c(C)[nH]c2c1	-6

Some of the entries above, reformatted.
Compound: Cc1c(NC(=O)C(C)OC(=O)c2cc3c4ccccc4n(C)c3s2)c(=O)n(-c2ccccc2)n1C (stereo unspecified)
  Artemis endo inh: 0
Compound: COc1ccc(OC)c(NC(=O)C2COc3ccccc3O2)c1 (stereo unspecified)
  Artemis endo inh: -1
Compound: COc1cc(Cn2c(C(=O)O)cc3sccc32)cc(OC)c1OC
  Artemis endo inh: 5
Compound: CC(C)C1CC(c2csc(N)n2)CCO1 (stereo unspecified)
  Artemis endo inh: 1

The listing continues.
Compound	Artemis endo inh
COc1cc2c(cc1OC)CN(CC(=O)Nc1ccc3c(c1)OCO3)CC2	11
COc1ccc(NC(=O)C2CCCN(S(=O)(=O)c3c(C)n[nH]c3C)C2)cc1 (stereo unspecified)	-4
CC(Sc1nc(N)cc(=O)[nH]1)C(=O)NC1CCCCC1 (stereo unspecified)	-8
COc1ccc(Cc2nc(C(=O)Nc3ccc(OC)cc3)cs2)cc1	0
Cc1nnc(SCC(=O)N2CCOCC2)n1C	-5
CCN(CC)S(=O)(=O)c1ccc2c(c1)nc(SC(C)C(N)=O)n2-c1ccc(OC)cc1 (stereo unspecified)	-14
O=C(CCc1ccccc1)Nc1ccc(NC(=O)c2ccco2)nc1	2
O=C(Cc1ccccc1)NCCS(=O)c1ccc(Cl)cc1 (stereo unspecified)	-2
COCCN1Cc2cccc(C(=O)Nc3cccnc3)c2C1=O	4
CC(=O)Nc1ccc(S(=O)(=O)N2CCSC2c2ccccc2)cc1 (stereo unspecified)	10
O=C(CC1COc2ccccc2O1)NC1CCCCC1 (stereo unspecified)	2
CN1CCN(C(=O)c2cc3ccccc3oc2=O)CC1	-7
O=S1(=O)NC2CCCCCN2c2ccc(F)cc21 (stereo unspecified)	-7
Cc1ccc2cc3c(NC(=O)C(C)C)nn(C)c3nc2c1	-1
CC(C)(C)OC(=O)NCC12C=CC(O1)C1C(=O)N(Cc3ccccc3)C(=O)C12 (stereo unspecified)	1

Compound	Artemis endo inh
CCOC(=O)C1CCN(c2nnc(N3CCCC3=O)s2)CC1	-1
O=c1[nH]c(CN2CCN(CCO)CC2)nc2ccccc12	-2
C[N+](C)(C)C/C=C1/COCO1	1
O=C(COC(=O)c1ccc(NS(=O)(=O)c2ccc3c(c2)OCCO3)cc1)NC1CC1	-7
Cc1ccc(C(=O)Nc2cc3c(cc2Cl)OCCCO3)cc1	13
O=C(Nc1nc(=S)ss1)c1c(F)cccc1F	-4
O=C(O)c1cccc(S(=O)(=O)Nc2ccc3oc(=O)sc3c2)c1	9
COc1ccc(C(=O)Nc2ccccc2C(=O)NCCCn2ccnc2)cc1	-1
COC(=O)Cc1cc(=O)[nH]c(Nc2nc3ccccc3o2)n1	6
COc1ccc(C(=O)NC(=O)COC(=O)C2COc3ccccc3O2)cc1 (stereo unspecified)	7
Cc1cccc(NC(=O)c2sc3nc4c(c(-c5cccs5)c3c2N)CN(C)CC4)c1	40*
Cc1nc2c(c(=O)n1CCC1=CCCCC1)c1nc3ccccc3nc1n2/N=C/c1ccco1	41*
NC(=O)c1nsc(C(=O)N(CC(=O)NCc2ccc3c(c2)OCO3)C2CCCC2)c1N	-12
COc1ccc2cc(CN(CC3COCCO3)S(=O)(=O)c3ccc(Cl)cc3)c(=O)[nH]c2c1 (stereo unspecified)	-4
CCOC(=O)c1c(NC(=O)CNCCOC)sc2c1CCCC2	9

Compound	Artemis endo inh
COc1ccc(C(=O)N2CCC(C(=O)NCc3ccccn3)CC2)cc1	-7
CCOc1nc(Oc2cccc(C(=O)O)c2)nc(Oc2cccc(C(=O)O)c2)n1	9
O=c1c2ccccc2nc(-c2ccc(Cl)c(Cl)c2)n1O	18
CCOC(=O)C1(CC)CC(CSc2nc3ccccc3[nH]2)OC1=O (stereo unspecified)	-2
O=C(/C=C/c1ccc2c(c1)OCO2)Nc1nc(-c2ccccc2)cs1	9
O=C(O)CCCN=C1NC2(CCCC2)Cc2ccccc21	-2
CC(=O)c1cc(-c2ccc(F)cc2)n(CCC(=O)Nc2cc(C)[nH]n2)c1C	-1
N#C/C(=C\c1ccccc1)c1nc2ncccc2[nH]1	-1
S=c1[nH]nc(-c2cnccn2)n1-c1ccccc1	-1
CCOc1cc(CNCCO)cc(Br)c1OCc1ccccc1Cl	1
O=C(Cc1cc(=O)[nH][nH]1)N/N=C/C=C/c1ccccc1	19
COc1ccccc1NC(=O)c1nn(-c2ccc(Cl)cc2)ccc1=O	2
O=C(CCS(=O)(=O)c1ccc(Br)cc1)N1CCN(Cc2ccccc2)CC1	-10
Cc1cc(Nc2ccccc2)c2c([N+](=O)[O-])cc(C)c(C)c2n1	1
COc1ccccc1C1CC(c2ccc(Cl)cc2)Nc2ncnn21 (stereo unspecified)	11

Compound	Artemis endo inh
CCCS(=O)(=O)N1CCCC(C(=O)NCCc2ccc(Cl)cc2)C1 (stereo unspecified)	0
OC1(c2cccnc2)CCN(Cc2nnnn2C2CCCCC2)CC1	8
O=C(COC(=O)c1ccccc1[N+](=O)[O-])c1ccc(C2CCCCC2)cc1	4
COc1ccc(OC)c(NC(=O)CSc2ncccc2C(=O)O)c1	0
CC(=O)c1cc2c(cc1NC(=O)Nc1cccc(Cl)c1)OCCO2	11
CC(C)COC(=O)N(C)c1ccc(C(O)(C(F)(F)F)C(F)(F)F)cc1	5
COc1ccc(CC(=O)NNC(=S)Nc2ccccc2)cc1Br	-6
C/C(=N\NC(=S)NC(C)C)c1ccc(-n2ccnc2)cc1	-5
CCCSc1nc(C)c(CC(=O)O)c(=O)[nH]1	1
O=C(O)c1cc(-c2ccco2)nc2ccc(Br)cc12	42*
CN(C)CCN1CC(C(=O)O)CC1=O (stereo unspecified)	-6
Nc1cccc2c1C(=O)N(C(=O)c1ccc(Cl)c(S(=O)(=O)N3CCCCCC3)c1)C2=O	7
CC(=O)c1ccc(N2CCCCCC2)c(F)c1	-1
[O-][n+]1onc2c1CCc1c-2nc(-c2ccccc2)n1OCc1ccccc1	-6
COc1cc(NC(=O)c2cccs2)c(C(=O)OCC(=O)NC(=O)NCc2ccccc2)cc1OC	12

Compound	Artemis endo inh
O=C(COc1ccc(-c2ccccc2)cc1)N1CCN(C(=O)c2cccnc2)CC1	-9
O=CN1CCN(C(=O)CN2C(=O)c3ccccc3C2=O)CC1	3
O=c1oc(-c2ccco2)nc2ccccc12	7
CCOC(=O)c1cccc(NC(=O)CCn2cccc2)c1	-3
Cc1cc(N2C(=O)CC(N3CCN(c4ccc(C(=O)c5cccs5)cc4)CC3)C2=O)no1 (stereo unspecified)	7
CCN1C(=O)/C(=C\N2CCN(c3cccc(Cl)c3)CC2)SC1=S	4
O=C(Nc1nncs1)C1(c2ccccc2)CCCC1	-1
Nc1nc(Cl)cc(Sc2ccc(F)cc2)n1	-2
Cn1c(=O)c2c(nc(CN3CCOCC3)n2CC(=O)c2ccccc2)n(C)c1=O	-2
Cc1c(NC(=O)COc2ncnc3ccccc23)c(=O)n(-c2ccccc2)n1C	1
COc1nc2c(s1)C(=O)NCCC2	6
O=C(COC(=O)CCc1ccc(S(=O)(=O)N2CCCCC2)cc1)Nc1ccc2c(c1)OCO2	12
CCOC(=O)CNC(=O)c1ccccc1Br	5
Cc1ccc(NC(=O)c2sc(Cl)nc2-c2ccccc2)cc1	7

Bioassay records: PubChem, Sanford-Burnham Center for Chemical Genomics
